Screening data deposited in PubChem by Sanford-Burnham Center for Chemical Genomics.
CCR6 antagonist – blocks CCL20-driven beta-arrestin recruitment at human CCR6; P51684; CHO-K1 CCR6 PathHunter beta-arrestin, luminescence, CCL20-stimulated; inhibition, % at 20 µM; hit rate 0.49% among 340,000; AID 493098;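 active means compounds whose inhibition of the agonist-driven luminescence signal at 20 µM reaches about 50%, limit read from the data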;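 further: cells stimulated with CCL20 at 14 nM final; plate controls were DMSO with CCL20 for no effect and DMSO without agonist for full effect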
Target sequence (P51684 whole entry, looked up): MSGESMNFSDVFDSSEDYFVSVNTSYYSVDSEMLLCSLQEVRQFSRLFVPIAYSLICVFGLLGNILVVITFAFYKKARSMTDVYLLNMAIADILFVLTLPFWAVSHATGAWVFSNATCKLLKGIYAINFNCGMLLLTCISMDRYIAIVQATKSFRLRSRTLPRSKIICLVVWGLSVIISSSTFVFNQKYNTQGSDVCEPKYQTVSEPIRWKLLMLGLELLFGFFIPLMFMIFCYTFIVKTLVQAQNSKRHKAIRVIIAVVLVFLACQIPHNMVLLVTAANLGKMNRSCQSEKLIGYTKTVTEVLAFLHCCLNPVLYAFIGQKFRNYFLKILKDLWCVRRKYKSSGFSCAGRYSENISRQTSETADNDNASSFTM
CHOP UPR activ – apoptotic UPR (CHOP) activation; CHO-CHOP luciferase reporter, luminescence; percent of tunicamycin response over DMSO baseline; activation, % at 10 µM; hit rate 0.34% among 330,000; AID 449763;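 active means at 10 µM dose, activation of 40% or more, normalized to positive control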;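 further: 100% = tunicamycin at 10 µg/mL and 0% = DMSO alone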
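System: CHO-CHOP luciferase reporter cell line | Buffer or medium: F12 medium containing 10% fetal bovine serum | Doses: One dose, 10 µM in 0.5% DMSO | Times: 6 h compound exposure at 37 °C after overnight seeding | Signal: Luciferase luminescence | Read-out: % activation vs tunicamycin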
EBI2 antag – blocks human EBI2 receptor beta-arrestin signaling | EBI2 beta-arrestin recruitment, luminescence, 7a,25-OHC stimulated | inhibition, % at 5 µM | hit rate 0.81% among 360,000; in the data active means inhibition above about 38%;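 further: enzyme fragment complementation signal reports receptor beta-arrestin coupling in cells; 0% = agonist plus DMSO wells and 100% = wells without agonist; some results beyond the cut were filed as inactive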
Target sequence (P32249 whole entry, looked up, the tested form may be a part): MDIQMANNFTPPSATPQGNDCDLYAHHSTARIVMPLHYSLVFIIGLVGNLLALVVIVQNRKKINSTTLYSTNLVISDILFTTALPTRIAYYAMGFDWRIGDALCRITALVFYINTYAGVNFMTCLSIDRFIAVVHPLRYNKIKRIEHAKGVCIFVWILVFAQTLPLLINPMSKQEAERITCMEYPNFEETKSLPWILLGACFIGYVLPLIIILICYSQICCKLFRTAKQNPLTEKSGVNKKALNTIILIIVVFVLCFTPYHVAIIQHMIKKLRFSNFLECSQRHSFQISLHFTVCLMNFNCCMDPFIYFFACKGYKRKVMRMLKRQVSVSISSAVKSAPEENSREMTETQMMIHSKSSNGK
APJ antagonist – antagonists of human APJ apelin receptor. hit rate 0.32% among 330,000. P35414. inhibition, % at 20 µM. AID 2521. CHO-K1 APJ beta-arrestin complementation, luminescence;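 active means inhibition above about 40% at 20 µM, limit read from the data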;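 further: cells challenged with 10 nM apelin-13 agonist together with compound; plate controls were apelin-13 plus DMSO wells for no effect and DMSO wells lacking apelin-13 for full effect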
tim23-1 inh – tim23-1 yeast growth inhibition | hit rate 1.3% among 330,000 | inhibition, % at 20 µM | S. cerevisiae tim23-1 growth, BacTiter-Glo luminescence, 24 h | AID 463212;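 active means growth inhibition of the mutant yeast at or above 50%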;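 further: temperature-sensitive mutant grown at 25 °C; plate controls were DMSO-treated mutant yeast for no effect and medium wells lacking yeast for full effect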
UPR XBP1 act – adaptive UPR (XBP1) activation; CHO-XBP1 luciferase reporter, IRE1-XBP1 UPR activation, luminescence; percent of tunicamycin response, DMSO as zero; activation, % at 20 µM; hit rate 0.33% among 330,000; AID 463104;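 active means versus positive control, 20 µM dose yields 30% or more activation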;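 further: 100% = tunicamycin at 10 µg/mL and 0% = DMSO only wells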
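Test system: CHO-XBP1 luciferase reporter cells | Buffer or medium: Serum-containing F12 medium, 10% FBS | Schedule: 6 h compound exposure at 37 °C, 5% CO2 | Detection: Steady-Glo luciferase glow luminescence, 10 min after reagent addition | Read-out basis: Activation, % of tunicamycin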
APJ ag – activates the human apelin receptor APJ; P35414; activation, % at 20 µM; CHO-K1 APJ PathHunter beta-arrestin, luminescence; 0% DMSO wells, 100% apelin; hit rate 0.11% among 330,000;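 active means activation more than six SD over the plate average, tested at 20 µM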;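 further: 0% = DMSO alone and 100% = apelin-13 at 10 nM; some results filed as inactive read as strong as hits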
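Material: engineered CHO-K1 APJ arrestin reporter cells; amount: 1000 CHO-K1 reporter cells seeded per well; incubation: compound stimulation 90 min at 25 °C, detection 60 min; signal: luminescent beta-gal fragment complementation, chemiluminescent substrate; read-out basis: APJ agonist activity; controls: DMSO-only wells as negative, 10 nM Apelin-13 as positive control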
Mdm2 MdmX PPI – inhibitors of human Mdm2/MdmX interaction. O15151+Q00987. SaOS-2 split-luciferase Mdm2/MdmX complementation, luminescence. inhibition, % at 8 µM. hit rate 3% among 330,000. AID 485346;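 active means inhibition of at least 50% at 8 µM in the primary screen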
CXCR6 block – blocks human CXCR6 beta-arrestin recruitment; O00574; CHO-K1 PathHunter CXCR6 beta-arrestin, luminescence; inhibition, % at 20 µM; hit rate 0.36% among 360,000; AID 602244; in the data active means inhibition above about 34%, passing the limit was not always enough;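 further: antagonist mode with CXCL16 agonist at 10 nM final; 0% = 10 nM CXCL16 with DMSO and 100% = unstimulated wells without agonist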
Target sequence (O00574 whole entry, looked up): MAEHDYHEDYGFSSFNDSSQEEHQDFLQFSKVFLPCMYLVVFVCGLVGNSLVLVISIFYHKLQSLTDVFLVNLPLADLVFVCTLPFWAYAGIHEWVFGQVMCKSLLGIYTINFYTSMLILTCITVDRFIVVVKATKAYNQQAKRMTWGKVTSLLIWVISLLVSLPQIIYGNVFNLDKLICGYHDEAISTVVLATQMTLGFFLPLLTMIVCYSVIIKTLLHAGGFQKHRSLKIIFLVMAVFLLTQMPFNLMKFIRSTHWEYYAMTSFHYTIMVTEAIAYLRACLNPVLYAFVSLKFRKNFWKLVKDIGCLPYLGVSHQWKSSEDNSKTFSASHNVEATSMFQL
The depositor's hits bear a star. These rows are one share of the data, so the mix of outcomes need not match the whole.

Screening Cc1ccc(CCNC(=O)CN(C)S(=O)(=O)c2cnc[nH]2)cc1 returned CCR6 antagonist -1, CHOP UPR activ -0.8, EBI2 antag -14, APJ antagonist 3, tim23-1 inh 20, UPR XBP1 act 0, APJ ag -2, Mdm2 MdmX PPI 5 and CXCR6 block -4.
For O=C1COc2ccc(C(=O)COC(=O)c3nc(Cl)ccc3Cl)cc2N1 the results were CCR6 antagonist 4, CHOP UPR activ 0.1, EBI2 antag 2, APJ antagonist -27, tim23-1 inh 2, UPR XBP1 act -3, APJ ag -4, Mdm2 MdmX PPI 3 and CXCR6 block -1.
`COc1cc(/C=C/C(=O)OCC(=O)NC(=O)NC2CCCCC2C)ccc1OC(F)F` (configuration not stated) gave CCR6 antagonist 15, CHOP UPR activ -2.3, EBI2 antag 6, APJ antagonist 2, tim23-1 inh -23, UPR XBP1 act -3, APJ ag -1, Mdm2 MdmX PPI 0 and CXCR6 block 2.
CCOC(=O)c1nnn(-c2nonc2N)c1-c1cccc2ccccc12 was read as CCR6 antagonist -18, CHOP UPR activ -0.9, EBI2 antag -9, APJ antagonist -14, tim23-1 inh 37, UPR XBP1 act -1, APJ ag -4, Mdm2 MdmX PPI 14 and CXCR6 block -8.
For Cc1ccc(S(=O)(=O)Oc2ccccc2/C=N/NC(=O)c2nn(C)cc2[N+](=O)[O-])cc1 the results were CCR6 antagonist 7, CHOP UPR activ 0.0, EBI2 antag -6, APJ antagonist -15, tim23-1 inh 8, UPR XBP1 act -2, APJ ag -1, Mdm2 MdmX PPI -2 and CXCR6 block -5.
Screening C/C(=N\NC(=O)c1cccc(S(=O)(=O)Nc2ccc(C)cc2C)c1)c1ccncc1 returned CCR6 antagonist 14, CHOP UPR activ 0.2, EBI2 antag -5, APJ antagonist -1, tim23-1 inh -17, UPR XBP1 act -4, APJ ag -1, Mdm2 MdmX PPI 24 and CXCR6 block 6.
Screening CC1(C)CC(=O)C=C(NCCO)C1 returned CCR6 antagonist -3, CHOP UPR activ -2.0, EBI2 antag -7, APJ antagonist 10, tim23-1 inh 7, UPR XBP1 act 0, APJ ag -1, Mdm2 MdmX PPI 7 and CXCR6 block -5.
COc1cc(/C=N\NC(=O)c2ccc(-c3ccccc3)cc2)cc(Br)c1O was read as CCR6 antagonist 13, CHOP UPR activ 3.4, EBI2 antag 15, APJ antagonist -6, tim23-1 inh 20, UPR XBP1 act 0, APJ ag -2, Mdm2 MdmX PPI -7 and CXCR6 block 3.
CCn1c2ccccc2c2n[nH]c(=S)nc21 was read as CCR6 antagonist 13, CHOP UPR activ 1.0, EBI2 antag -6, APJ antagonist 17, tim23-1 inh 4, UPR XBP1 act -2, APJ ag -1, Mdm2 MdmX PPI 20 and CXCR6 block 0.
Screening CCOC(=O)c1oc2ccccc2c1NC(=O)COc1ccc(F)cc1 returned CCR6 antagonist -3, CHOP UPR activ -0.8, EBI2 antag -29, APJ antagonist -3, tim23-1 inh -13, UPR XBP1 act 4, APJ ag -4, Mdm2 MdmX PPI 10 and CXCR6 block -7.
COc1cccc(NC(=O)Nc2ccccc2C(N)=O)c1 was read as CCR6 antagonist 20, CHOP UPR activ 1.6, EBI2 antag 1, APJ antagonist -17, tim23-1 inh 15, UPR XBP1 act 4, APJ ag -5, Mdm2 MdmX PPI -21 and CXCR6 block -2.
CC(Oc1ccc(Cl)cc1Cl)C(=O)Nc1ccc2oc(-c3ccncc3)nc2c1 (configuration not stated) was read as CCR6 antagonist -23, CHOP UPR activ -1.3, EBI2 antag 14, APJ antagonist 2, tim23-1 inh 16, UPR XBP1 act 1, APJ ag 3, Mdm2 MdmX PPI 41 and CXCR6 block -18.
Screening CN(CC(=O)Nc1ccccc1Cl)C(=O)COC(=O)c1nc(Cl)ccc1Cl returned CCR6 antagonist 2, CHOP UPR activ 0.6, EBI2 antag -2, APJ antagonist 17, tim23-1 inh 3, UPR XBP1 act -1, APJ ag -4, Mdm2 MdmX PPI 20 and CXCR6 block 2.
For NC(=O)CSc1nc2ccccc2n1-c1ccccc1 the results were CCR6 antagonist -6, CHOP UPR activ -0.6, EBI2 antag 5, APJ antagonist 21, tim23-1 inh -6, UPR XBP1 act 3, APJ ag -2, Mdm2 MdmX PPI 26 and CXCR6 block 0.
`Brc1ccc(-c2csc3[n+]2CCCCC3)cc1` gave CCR6 antagonist 14, CHOP UPR activ 0.8, EBI2 antag -2, APJ antagonist -8, tim23-1 inh 10, UPR XBP1 act 1, APJ ag -3, Mdm2 MdmX PPI 7 and CXCR6 block -5.
Screening CCCCNC(=O)O[C@@H]1C[C@H]2CCC(=O)N3CC[C@@H](C1)[C@@H]23 returned CCR6 antagonist -1, CHOP UPR activ 0.2, EBI2 antag -8, APJ antagonist -57, tim23-1 inh 2, UPR XBP1 act -2, APJ ag 0, Mdm2 MdmX PPI -8 and CXCR6 block -6.
Screening Cc1cc(=O)oc2cc(OCCc3ccccc3)ccc12 returned CCR6 antagonist 10, CHOP UPR activ 5.1, EBI2 antag 17, APJ antagonist 22, tim23-1 inh 23, UPR XBP1 act 4, APJ ag 0, Mdm2 MdmX PPI 42 and CXCR6 block -1.
CC(C)Oc1ccc(C(=O)NCCNC(=O)c2ccco2)cc1 was read as CCR6 antagonist -3, CHOP UPR activ 0.8, EBI2 antag 0, APJ antagonist 22, tim23-1 inh 6, UPR XBP1 act 3, APJ ag -3, Mdm2 MdmX PPI 4 and CXCR6 block 4.
For Cc1ccc2occ(CN3CCN(c4ccccc4)CC3)c(=O)c2c1 the results were CCR6 antagonist 8, CHOP UPR activ -0.4, EBI2 antag 1, APJ antagonist 13, tim23-1 inh 18, UPR XBP1 act -1, APJ ag -5, Mdm2 MdmX PPI -26 and CXCR6 block 2.
Cc1ccc(SCCC(=O)OCC(=O)Nc2ncc(Cl)cc2Cl)cc1 was read as CCR6 antagonist 15, CHOP UPR activ -1.9, EBI2 antag 9, APJ antagonist -12, tim23-1 inh 50, UPR XBP1 act -2, APJ ag 5, Mdm2 MdmX PPI -3 and CXCR6 block 3.
For NC(=O)c1cc(Br)cc2c3c([nH]c12)CCCC3 the results were CCR6 antagonist -7, CHOP UPR activ -2.6, EBI2 antag -15, APJ antagonist -7, tim23-1 inh 76*, UPR XBP1 act 3, APJ ag 1, Mdm2 MdmX PPI 20 and CXCR6 block -3.
For CCc1ccc(OCC(=O)OCC(=O)c2c(N)n(C)c(=O)n(C)c2=O)cc1 the results were CCR6 antagonist 4, CHOP UPR activ 2.6, EBI2 antag 0, APJ antagonist -1, tim23-1 inh 11, UPR XBP1 act 1, APJ ag -3, Mdm2 MdmX PPI 15 and CXCR6 block -8.
Screening O=C(Nc1ccc(O)cc1)c1ccc2c(c1)C(=O)N(Cc1ccco1)C2=O returned CCR6 antagonist 0, CHOP UPR activ -1.7, EBI2 antag 6, APJ antagonist -2, tim23-1 inh 14, UPR XBP1 act 0, APJ ag -1, Mdm2 MdmX PPI 8 and CXCR6 block -4.
`O=C(NOCc1ccccc1)c1ccc([N+](=O)[O-])cc1` gave CCR6 antagonist 0, CHOP UPR activ 1.4, EBI2 antag -1, APJ antagonist -6, tim23-1 inh 6, UPR XBP1 act -2, APJ ag -1, Mdm2 MdmX PPI -43 and CXCR6 block -7.
For O=C(NCc1cccs1)c1cccc(Nc2nc3ccc(Br)cc3[nH]2)c1 the results were CCR6 antagonist -5, CHOP UPR activ -1.5, EBI2 antag -10, APJ antagonist -19, tim23-1 inh 4, UPR XBP1 act 1, APJ ag 1, Mdm2 MdmX PPI 20 and CXCR6 block -11.
Screening O=C(CN1C(=O)NC2(CCc3ccccc32)C1=O)NCC(F)(F)F (configuration not stated) returned CCR6 antagonist 9, CHOP UPR activ 0.4, EBI2 antag 2, APJ antagonist -21, tim23-1 inh 3, UPR XBP1 act -3, APJ ag 0, Mdm2 MdmX PPI -3 and CXCR6 block 2.
`COc1ccccc1N1C(=O)c2ccc(C(=O)Nc3cccc(C(C)=O)c3)cc2C1=O` gave CCR6 antagonist 14, CHOP UPR activ -1.1, EBI2 antag -11, APJ antagonist 9, tim23-1 inh -6, UPR XBP1 act -6, APJ ag -1, Mdm2 MdmX PPI -10 and CXCR6 block -8.
CCOC(=O)c1c(NC(=O)CSc2nnc(CNc3ccc(F)cc3)o2)sc(C)c1C was read as CCR6 antagonist 4, CHOP UPR activ 0.4, EBI2 antag 23, APJ antagonist -1, tim23-1 inh 19, UPR XBP1 act -1, APJ ag -9, Mdm2 MdmX PPI 17 and CXCR6 block -3.
Screening COc1ccc(CN(CC(=O)NCc2ccc(F)cc2)C(=O)CCC(=O)Nc2nccs2)cc1 returned CCR6 antagonist 2, CHOP UPR activ -0.1, EBI2 antag -2, APJ antagonist 4, tim23-1 inh -8, UPR XBP1 act 0, APJ ag -4, Mdm2 MdmX PPI 16 and CXCR6 block 6.
`CC(c1ccc(O)cc1)(c1ccc(O)cc1)c1ccc(CCBr)cc1` gave CCR6 antagonist 2, CHOP UPR activ 1.1, EBI2 antag -5, APJ antagonist 22, tim23-1 inh -4, UPR XBP1 act -1, APJ ag -2, Mdm2 MdmX PPI 17 and CXCR6 block -3.
For Cc1cccc(-n2ncc3c2CCCC3NC(=O)C2(C(N)=O)CC2)c1C (configuration not stated) the results were CCR6 antagonist 8, CHOP UPR activ 0.2, EBI2 antag 0, APJ antagonist 3, tim23-1 inh 8, UPR XBP1 act -6, APJ ag 18, Mdm2 MdmX PPI -14 and CXCR6 block -1.
Screening O=C(CCCN1C(=O)c2cccc3cccc(c23)C1=O)N1CCN(c2ncccn2)CC1 returned CCR6 antagonist 10, CHOP UPR activ -1.5, EBI2 antag -16, APJ antagonist 11, tim23-1 inh 15, UPR XBP1 act 1, APJ ag -1, Mdm2 MdmX PPI 1 and CXCR6 block 4.
`O=C(N/N=C/c1ccco1)C1CC(=O)N(c2ccccc2)C1` (configuration not stated) gave CCR6 antagonist 9, CHOP UPR activ 0.3, EBI2 antag -1, APJ antagonist -2, tim23-1 inh 9, UPR XBP1 act 2, APJ ag -2, Mdm2 MdmX PPI -11 and CXCR6 block 8.
Screening Cc1c(C(=O)N2CC(C)OC(C)C2)oc2ccccc12 (configuration not stated) returned CCR6 antagonist -2, CHOP UPR activ 1.2, EBI2 antag -6, APJ antagonist 20, tim23-1 inh -1, UPR XBP1 act 0, APJ ag -1, Mdm2 MdmX PPI -3 and CXCR6 block 2.
COc1cc(NC(=O)c2cccs2)c(OC)cc1NC(=O)CCn1nnc2ccccc21 was read as CCR6 antagonist 3, CHOP UPR activ -0.7, EBI2 antag 3, APJ antagonist 7, tim23-1 inh -3, UPR XBP1 act -2, APJ ag 0, Mdm2 MdmX PPI 1 and CXCR6 block 1.
